TrxR1 substrate = substrates of rat thioredoxin reductase 1; O89049; purified TrxR1 substrate turnover, NADPH consumption readout; Potency, µM (series often up to 114 µM), inactives show at the top dose activity change, negative = substrate turnover; hit rate 0.01% among 390,000; AID 588456; note: potency is the fitted concentration of half-maximal effect; % is set by controls: 0 for no effect and ±100 for the full control effect; nearly all actives have a fitted effect of over 50% in size
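Rat TrxR1, dispensed at 90 nM, was prereduced with 400 uM NADPH (final) for 5 min at ~22 deg C, then incubated with compound 15 min before 400 uM selenite. A first-read NADPH fluorescence drop versus no-compound background flagged substrates.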
PI4K2A block = PI4K2A (human) kinase inhibition | Q9BTU6 | AID 1346378 | purified PI4K2A, ADP-Glo luminescence, 1 h; hits give low values | hit rate 0.13% among 420,000 | activity change, negative = inhibition, % at 76.9 µM; in the data active = activity change below about -50%; inconclusive = mostly about -30% to -49%;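 note: -100% = wells without enzyme as full effect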
Target sequence (Q9BTU6 whole entry, looked up): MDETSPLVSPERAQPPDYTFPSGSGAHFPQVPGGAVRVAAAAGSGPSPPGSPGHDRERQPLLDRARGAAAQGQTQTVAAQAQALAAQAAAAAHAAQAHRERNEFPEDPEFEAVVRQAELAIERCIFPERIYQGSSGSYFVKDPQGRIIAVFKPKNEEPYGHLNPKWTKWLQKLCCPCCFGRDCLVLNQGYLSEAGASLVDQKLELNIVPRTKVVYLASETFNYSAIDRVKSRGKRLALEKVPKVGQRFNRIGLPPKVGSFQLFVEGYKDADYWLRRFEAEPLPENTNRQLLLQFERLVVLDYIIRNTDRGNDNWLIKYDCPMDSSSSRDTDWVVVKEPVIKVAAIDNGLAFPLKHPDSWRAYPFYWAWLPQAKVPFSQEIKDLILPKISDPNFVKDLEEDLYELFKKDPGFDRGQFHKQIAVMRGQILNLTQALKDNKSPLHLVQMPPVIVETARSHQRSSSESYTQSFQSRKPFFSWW
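PI4K2A activity was measured by ADP-Glo luminescence: enzyme (4 ug/mL stock) and phosphatidylinositol (1.2 mM stock) in Tris pH 7.5/MgCl2/EGTA/Triton X-100 buffer were reacted with ATP (300 microM stock) for one hour at ambient temperature.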
USP1-UAF1 inh = USP1/UAF1 (human) deubiquitinase inhibition; AID 743255; O94782; Potency, µM (top dose mostly 57.1 µM), inactives show top-dose activity change, negative = inhibition, actives largely listed as inhibitors; recombinant USP1/UAF1, Ub-Rhodamine cleavage fluorescence; hit rate 0.23% among 390,000; note: potency is the fitted concentration of half-maximal effect; % is set by controls: 0 for no effect and ±100 for the full control effect; nearly all actives have a fitted effect of over 60% in size; inactives centre near -12
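USP1/UAF1 complex (1 nM) preincubated 15 min at room temperature with compound, then Ub-Rho substrate (150 nM final) added. Kinetic fluorescence at 480/540 nm over 6 reads at 60 s intervals; 50 mM HEPES pH 7.8, 0.5 mM EDTA, 0.1 mg/ml BSA, 1 mM TCEP, 0.01% Tween-20.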
mIDH1 inhibitor = human IDH1 R132H inhibition; IDH1-R132H enzyme, NADPH consumption, diaphorase/resazurin fluorescence; Potency, µM (top dose mostly 76.6 µM), for the others: at the highest dose activity change, negative = inhibition, most hits filed as inhibitors; hit rate 0.093% among 390,000; AID 602179; note: potency is the fitted concentration of half-maximal effect; % is set by controls: 0 for no effect and ±100 for the full control effect; nearly all actives have a fitted effect of over 65% in size
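IDH1-R132H (0.5 ug/mL dispensed) in pH 7.5 Tris buffer was preincubated 30 min with compound, then given a substrate mix of 0.016 mM NADPH and 2 mM alpha-KG for 80 min at room temperature; remaining NADPH was read by diaphorase/resazurin fluorescence.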
TrxR1 inh = inhibitors of rat thioredoxin reductase 1; hit rate 1% among 390,000; O89049; AID 588453; Potency, µM (doses to about 114 µM), inactives show at the highest dose activity change, negative = inhibition, most hits filed as inhibitors; recombinant rTrxR1, NADPH fluorescence consumption, selenite substrate; note: potency is the fitted concentration of half-maximal effect; % is set by controls: 0 for no effect and ±100 for the full control effect; nearly all actives have a fitted effect of over 65% in size
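Rat TrxR1 (90 nM in the dispensed reagent) was pre-reduced with 400 uM NADPH for 5 min at room temperature, then incubated with compound for 15 min. After 400 uM selenite was added, NADPH fluorescence (Ex 340/Em 450 nm) was followed for 8 min.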
HP1b chromo inh = HP1-beta chromodomain-methylated histone interaction inhibition | P83916 | AID 540317 | AlphaScreen HP1-beta / biotin-H3K9me3 peptide binding | Potency, µM (highest dose often 114 µM), for the others: at the highest dose activity change, negative = inhibition, hits mostly inhibitors | hit rate 0.56% among 390,000; note: potency is the fitted concentration of half-maximal effect; nearly all actives have a fitted effect of over 70% in size; inactives centre near 23
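AlphaScreen: HP1-beta (50 nM) preformed 30 min with biotin-H3(1-18)K9me3 peptide (50 nM) in PBS pH 7.4, 0.01% Tween-20. Compound added for 30 min at RT, then streptavidin donor/nickel chelate acceptor beads (10 ug/mL) for 30 min.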
Pin1 inhibitor = human Pin1 inhibition. Q13526. Pin1 FP peptide displacement, HiFluor488, 10 min. Potency, µM (titrated, usually from 115 µM), for inactives: at the top dose activity, negative = inhibition, most hits filed as inhibitors. hit rate 0.009% among 390,000. AID 504891; active = well fitted inhibition curve with a large enough effect in the polarisation, with a control signal flat, not every such curve was filed as active; inconclusive = small, poorly fitted or top-dose-only effect, or effect the other way, or a change in a side signal; inactive = no such curve, though single readings can be large or run the other way; the % refers to the polarisation; note: potency is the fitted concentration of half-maximal effect; % is set by controls: 0 for no effect and ±100 for the full control effect
Target sequence (Q13526 whole entry, looked up): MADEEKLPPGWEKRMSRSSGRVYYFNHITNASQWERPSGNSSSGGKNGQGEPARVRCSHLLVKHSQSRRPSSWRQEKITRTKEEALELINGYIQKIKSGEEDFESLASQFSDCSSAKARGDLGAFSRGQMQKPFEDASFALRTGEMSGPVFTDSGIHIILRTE
GLS inh = glutaminase GLS (human) inhibition; O94925; Potency, µM (highest dose often 45.5 µM), without a hit: at the top dose activity change, negative = inhibition, actives largely listed as inhibitors; hit rate 0.21% among 410,000; GLS enzymatic activity, qHTS titration; note: potency is the fitted concentration of half-maximal effect; % is set by controls: 0 for no effect and ±100 for the full control effect
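Compounds were pin-transferred onto hKGA, after which L-glutamine (1 mM solution) and a detection mix of glutamate oxidase, HRP and Amplex Red were added. Initial and 30 min RT fluorescence reads were collected.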
PGK inhibitor = inhibitors of T. brucei phosphoglycerate kinase | P07378 | hit rate 0.043% among 380,000 | Potency, µM (highest dose often 57.5 µM), for inactives: at the top dose activity change, negative = inhibition, most hits filed as inhibitors | PGK/GAPDH coupled, Kinase-Glo luminescence, 60 min; note: potency is the fitted concentration of half-maximal effect; % is set by controls: 0 for no effect and ±100 for the full control effect; nearly all actives have a fitted effect of over 60% in size
Target sequence (P07378 whole entry, looked up): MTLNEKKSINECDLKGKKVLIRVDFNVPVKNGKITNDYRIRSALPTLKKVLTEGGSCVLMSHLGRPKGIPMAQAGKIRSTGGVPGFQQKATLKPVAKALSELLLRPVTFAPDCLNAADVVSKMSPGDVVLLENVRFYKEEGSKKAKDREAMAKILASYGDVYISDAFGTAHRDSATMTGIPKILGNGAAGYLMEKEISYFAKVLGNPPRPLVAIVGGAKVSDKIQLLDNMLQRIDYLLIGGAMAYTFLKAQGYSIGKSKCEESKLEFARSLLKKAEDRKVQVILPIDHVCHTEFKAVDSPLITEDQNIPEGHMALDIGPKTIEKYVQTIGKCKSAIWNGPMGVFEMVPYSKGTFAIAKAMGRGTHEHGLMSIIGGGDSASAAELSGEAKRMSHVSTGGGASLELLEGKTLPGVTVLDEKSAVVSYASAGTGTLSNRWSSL
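Recombinant glycosomal PGK reaction used 1,3-bisphosphoglycerate generated in-well by GAPDH (100nM final) in 100mM TEA pH 7.6, 5mM MgCl2, 0.01% Tween-20. After 60 minutes at room temperature, ATP was read by Kinase-Glo Plus luminescence end-point.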
Active calls of the source: *; i = inactive; ? = inconclusive; nt = no result given; & = joins results of further samples; [ ] = remark or other dose. Unless noted, calls come from the whole dose curve; as a rule, active = well fitted curve in the direction sought with a large enough effect; inconclusive = small, poorly fitted or top-dose-only effect, or another doubt; inactive = no such curve, though single readings can be large; an effect the other way counts as inactive or inconclusive. Only part of the results is shown (hit frequency here may not be typical).

SMILES | TrxR1 substrate | PI4K2A block | USP1-UAF1 inh | mIDH1 inhibitor | TrxR1 inh | HP1b chromo inh | Pin1 inhibitor | GLS inh | PGK inhibitor
N#Cc1c(C(F)(F)F)cc(C2CC2)[nH]c1=O | 674%[activator] | 4 | -17% | 11% | 127%[activator] | 51%[activator] | 3% | -5% | -7%
O=C(CCN1CCCCO1)N1CCCC(Nc2ccc(F)c(F)c2)C1 (centres undefined) | -11% | 0 | -8% | 9% | -12% | 27% | -1% | 0% | -9%
COC(=O)C1=C(C)NC(=O)NC1c1ccco1 (centres undefined) | 0%[57.1 µM] | -3 | -14% | -1% | 8%[57.1 µM] | 42%[activator] | -6% | -1% | -8%
Cc1ccc(NC(=O)C2CCCN2S(=O)(=O)c2ccc3c(c2)n(C)c(=O)c(=O)n3C)cc1 (centres undefined) | -1%&1% | 12&9 | -4%&-17% | 3%&21% | 14%&9% | 25%&15% | 3%&-2% | 0%&7% | -8%&5%
OCCOCCn1c(C(CO)Nc2nc(-c3ccc(F)cc3)cs2)nc2ccccc21 (centres undefined) | 6%[57.1 µM] | -2 | -9% | -12% | 4%[57.1 µM] | 18% | -2% | 14% | 9%
CN(C)c1ccc(-c2nn3c(C4CCCCC4)nnc3s2)cc1 | 0% | -2 | -17% | 5% | -11% | 24% | ? | 25% | -7%
COc1ccccc1Cn1cc(C(=O)c2ccc(C)cc2)c(=O)c2cc(F)cc(F)c21 | 0% | 0 | -5% | -9% | 21% | 25% | 1% | -2% | -7%
Cc1cc(NC(=O)c2ccc(NC(=O)C(C)C)cc2)no1 | 14%[57.1 µM] | 3 | -4% | 6% | 1% | 42%[activator] | -8% | 1% | 0%
Cc1cccc(C(=O)N[C@H](C(=O)NCCc2ccc(S(N)(=O)=O)cc2)C(C)C)c1 | 2% | -4 | -21% | -3% | 5% | 17% | 0% | -2% | -4%
Cc1ccc(S(=O)(=O)N(C)c2ccc(OC(C)C(=O)N3CCCC3)cc2)cc1C (centres undefined) | -9% | 5 | -3% | 1% | -8% | 14% | -10% | 0% | -1%
CCc1ccc(CNC(=O)CN2C(=O)CCn3nc(-c4cn(C)c5ccccc45)cc32)cc1 | 1%[57.1 µM] | 6 | ? | 0% | 28%[57.1 µM] | -5%[57 µM] | -7% | -14% | -6%
CCOC(=O)C1(Cc2cccc(F)c2)CCN(C2CCOCC2)CC1 | 2%[57.1 µM] | 4 | 8% | 4% | 10%[57.1 µM] | 29% | -3% | 3% | -5%
CCOc1ccc(/C=C/C(=O)Nc2sc3c(c2C(=O)OC)CCCC3)cc1 | -3% | 1 | -18% | 4% | 1% | 45%[activator] | 0% | -7% | 6%
O=C(COc1ccc(-c2ccccc2)cc1)N/N=C/c1cccnc1 | 5% | -4 | -26% | 1% | 7% | 39%[activator] | -2% | -11% | i
Cc1c(-c2ccc(OCCN3CCOCC3)cc2)c(=O)oc2ccc3ccccc3c12 | nt | -3 | -30% | -3% | nt | nt | nt | -2% | 9%
N/C(Cc1ccc([N+](=O)[O-])cc1)=N\OC(=O)C(c1ccccc1)c1ccccc1 | -1% | -1 | -18% | -3% | -1% | 5% | -9% | 18% | 7%
S=C1NC[C@H](CC2CCCCC2)N1CC1CCCCC1 | 14%[57.1 µM] | -7 | 11% | 7% | 55%[activator][57.1 µM] | 2% | -14% | 4% | -2%
COc1ccc(CN2C(=NC(=O)C3CCCCC3)SC3CS(=O)(=O)CC32)cc1 (centres undefined) | 1% | -4 | -12% | 0% | 36% | 22% | -6% | -1% | i
Cc1ccccc1Sc1ncnc2onc(C)c12 | 4%[57.1 µM] | 6 | 5% | -1% | -6%[57.1 µM] | 66%[activator] | -3% | 5% | -7%
Cc1ccc(S(=O)(=O)N2CCN(C(=O)CC(C)n3cncn3)CC2)cc1C (centres undefined) | 0%[57.1 µM] | -6 | -18% | 3% | 7%[57.1 µM] | -36% | -2% | 4% | -5%
O=C(c1cccc(S(=O)(=O)Nc2ccc(Br)cc2)c1)N1CCCC1 | 0% | 6 | -18% | 8% | -2% | 27% | -7% | -6% | -2%
N#Cc1ccccc1NC(=O)C(=O)NCC(c1cccnc1)N1CCc2ccccc21 (centres undefined) | 4% | -1 | 3% | 2% | 10% | 45%[activator] | -6% | 22% | -7%
O=C(O)c1n[nH]c2c1CCCCC2 | -6% | 4 | -3% | 2% | -12% | 3% | -1% | 1% | 1%
CCc1ccc(S(=O)(=O)Nc2ccc(-c3ccc(N4CCCCCC4)nn3)cc2)cc1 | -9%[57.1 µM] | 0 | -10% | -10% | -9%[57.1 µM] | 19%[57 µM] | 5% | -2% | 3%
CCc1nc(N)nc(N)c1-c1ccc(N(C)Cc2ccccc2)c([N+](=O)[O-])c1 | 6%[57.1 µM] | -4 | -16% | 5% | -4%[11.4 µM] | -37% | 3% | 0% | 3%
COc1cccc(/C=C(/C(=O)OCC(N)=O)c2ccccc2)c1 | -6% | -2 | -4% | 4% | 19%[57.1 µM] | 18% | -9% | -16% | -5%
NC(=O)c1ccc(N=Cc2c(O)ccc3ccccc23)cc1 | 4% | 14 | ? | 8% | 7% | 5% | 22% | 23% | -1%
Cc1ccc(/C=N/NC(=O)CSc2nc3ccccc3n2C)s1 | -17% | 4 | -9% | 24% | -10% | 12% | -3% | 0% | -9%
COc1ccc2nc(NCCNC(=S)NCCCN3CCOCC3)c(C#N)cc2c1 | 18% | -5 | -26% | 6% | 12% | 63%[activator] | -4% | 10% | -4%
O=C(Nc1cccn(Cc2ccc(F)cc2)c1=O)NC1CCCCC1 | 23% | 1 | -22% | 4% | 6% | 19% | 2% | -1% | 2%
O=C(Nc1nnc(-c2cccnc2)o1)c1ccccc1Cl | -9% | -8 | -19% | -2% | 2%[57.1 µM] | 12% | -4% | 0% | 2%
COC(=O)c1ccc(OCCCCN2CC(C)OC(C)C2)cc1 (centres undefined) | 4% | 4 | -14% | 0% | 6% | ? | -6% | -1% | -6%
C=CCNC(=O)CCCOc1cc(C)ccc1C | -2% | -1 | -13% | 9% | 4% | -15% | -3% | -15% | -10%
COc1ccc(/C(C)=N/N=C(N)N)c(O)c1 | -5% | 1 | -14% | 5% | 9% | 50%[activator] | -4% | 3% | -9%
FC(F)(F)c1ccc2c(c1)nc1n2CCCC1 | -6% | -4 | -13% | 4% | -13% | 29% | -5% | -5% | i
C=CCn1c(=NC(=O)c2cc(-c3cccs3)nc3ccccc23)sc2cc(S(N)(=O)=O)ccc21 | 36%[activator] | -3 | -14% | -2% | 23% | 24% | 39%[activator] | 0% | -4%
CC(C)(O)c1nnn(-c2ccccc2)c1C(F)(F)F | -5% | 1 | 4% | 4% | 7% | 45%[activator] | 4% | 9% | -4%
CCCOc1cc(NCc2ccccc2)c2ncn(C(C)C)c2c1 | -3% | -7 | ? | 2%[38.3 µM] | 3% | ? | 1% | 2% | -10%
CCOc1ccc2[nH]c(=S)[nH]c2c1 | 6%[57.1 µM] | 4 | -13% | 2% | -6%[57.1 µM] | -9% | -4% | 10% | -1%
COc1ccc(CCNCC(=O)Nc2ccc(C)c(Br)c2)cc1OC | 7% | 2 | -19% | 7% | 16% | ? | -10% | -8% | i
N#Cc1ccccc1NC(=O)c1ccc2c(Cl)c3c(nc2c1)CCCC3 | 0% | -1 | -3% | 3% | -5% | 10% | 32%[activator] | 8% | -1%
Cc1ccc(CNC(=O)Cn2cnc3c(NCc4ccccc4)ncnc32)o1 | -9% | -2 | -15% | 2% | -16% | 24% | -8% | 0% | -3%
C=CCN(C(=O)CNC(=O)c1ccco1)C(C(=O)NC1CCCCC1)c1ccc(F)cc1 (centres undefined) | 0% | 11 | -2% | 3% | -19% | 34% | 5% | 7% | 3%
CCN1CC2CCCC3(C1)C(=O)NC1(CCCCC1)N=C23 (centres undefined) | 1% | 1 | -27% | -3% | ? | 34% | 7% | 2% | 11%
COCCCNC(=S)N1CCN(c2ccc([N+](=O)[O-])cc2)CC1 | -19% | 5 | -9% | 3% | -30% | 22% | 9% | -7% | -3%
CCCCCCCNc1nc(Cl)nc(NCCO)n1 | -11% | -3 | -25% | 9% | -8% | 6% | -3% | -3% | i
C=CCOc1cccc(CNn2cn[nH]c2=S)c1 | 11% | 2 | ? | 6% | 7% | 23% | -6% | 8% | -3%[11.5 µM]
O=C(c1cc(NC(=O)C23CC4CC(CC(C4)C2)C3)cc(NC(=O)C23CC4CC(CC(C4)C2)C3)c1)N1CCCCC1 | 4% | 7 | -15% | 0% | 20% | 22% | 16% | 0% | i

Three entries out of the list above, sorted by the number in HP1b chromo inh, low to high:
Compound | TrxR1 substrate | PI4K2A block | USP1-UAF1 inh | mIDH1 inhibitor | TrxR1 inh | HP1b chromo inh | Pin1 inhibitor | GLS inh | PGK inhibitor
CCCCCCCNc1nc(Cl)nc(NCCO)n1 | -11% | -3 | -25% | 9% | -8% | 6% | -3% | -3% | i
N#Cc1ccccc1NC(=O)c1ccc2c(Cl)c3c(nc2c1)CCCC3 | 0% | -1 | -3% | 3% | -5% | 10% | 32%[activator] | 8% | -1%
COCCCNC(=S)N1CCN(c2ccc([N+](=O)[O-])cc2)CC1 | -19% | 5 | -9% | 3% | -30% | 22% | 9% | -7% | -3%

Screening data as filed in PubChem.
